NR3A LBD binder – NR3A (human) ligand-binding domain modulation; NR3A LBD differential scanning fluorimetry, Tm shift; 0% = protein alone, 100% = glycine-bound protein; Tm shift relative to glycine control, % at 25 µM; hit rate 2.5% among 340,000; AID 1259313;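 active = melting temperature shift of at least 10% of the positive control shift, at one fixed dose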
APJ antag – blocks the human apelin receptor APJ; P35414; CHO-K1 APJ beta-arrestin complementation, luminescence; inhibition, % at 20 µM; hit rate 0.32% among 330,000; AID 2521;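 active = inhibition above about 40% at 20 µM, limit read from the data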;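 also: cells challenged with 10 nM apelin-13 agonist together with compound; plate controls were apelin-13 plus DMSO wells for no effect and DMSO wells lacking apelin-13 for full effect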
Target sequence (P35414 whole entry, looked up): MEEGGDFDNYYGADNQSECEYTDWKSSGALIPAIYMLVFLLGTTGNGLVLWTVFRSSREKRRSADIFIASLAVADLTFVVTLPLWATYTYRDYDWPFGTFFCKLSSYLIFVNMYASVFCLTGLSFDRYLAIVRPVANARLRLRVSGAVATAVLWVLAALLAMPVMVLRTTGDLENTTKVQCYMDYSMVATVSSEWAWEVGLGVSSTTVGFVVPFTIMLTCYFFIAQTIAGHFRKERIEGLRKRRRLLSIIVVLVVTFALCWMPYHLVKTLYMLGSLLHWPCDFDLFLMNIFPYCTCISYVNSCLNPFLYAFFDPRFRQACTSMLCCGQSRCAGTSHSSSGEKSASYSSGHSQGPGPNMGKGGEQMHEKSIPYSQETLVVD
tim23-1 inh – inhibits growth of tim23-1 mutant yeast; S. cerevisiae tim23-1 growth, BacTiter-Glo luminescence, 24 h; inhibition, % at 20 µM; hit rate 1.3% among 330,000;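 active = growth inhibition of the mutant yeast at or above 50%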;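 also: temperature-sensitive mutant grown at 25 °C; plate controls were DMSO-treated mutant yeast for no effect and medium wells lacking yeast for full effect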
APJ ag – agonists of human APJ apelin receptor. CHO-K1 APJ PathHunter beta-arrestin, luminescence; 0% DMSO wells, 100% apelin. P35414. AID 2520. activation, % at 20 µM. hit rate 0.11% among 330,000;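 active = activation more than six SD over the plate average, tested at 20 µM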;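 also: 0% = DMSO alone and 100% = apelin-13 at 10 nM; some results filed as inactive read as strong as hits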
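Material: CHO-K1 APJ beta-arrestin complementation cell line; Input: cell density 1000 per well; Incubation: compound stimulation 90 min at 25 °C, detection 60 min; Signal: luminescence from split beta-galactosidase complementation, Galacton Star/Emerald II substrate; Controls: DMSO-only wells as negative, 10 nM Apelin-13 as positive control.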
beta cell repl – MIN6 beta-cell proliferation induction; MIN6 cells proliferation, ATPlite luminescence, 48 h; cells starved in 0.2% serum; 100% = growth in 10% serum; proliferation, % at 10 µM; hit rate 0.29% among 330,000; AID 2380;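 active = compounds whose signal lies at least 3.5 SD above the mean of all wells on their plate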;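 also: 0% = DMSO-treated cells in low-serum medium and 100% = 10% serum control; some compounds called inactive have numbers as strong as hits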
TIM10 inh – TIM10 yeast growth inhibition. S. cerevisiae TIM10 strain growth, BacTiter-Glo luminescence, 24 h. inhibition, % at 10 µM. hit rate 1.4% among 330,000. AID 463195;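 active = inhibition of 40% or more at the single tested concentration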;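 also: wild-type TIM10 isogenic control strain grown at permissive 25 °C; 0% = DMSO yeast wells and 100% = minimal medium wells without yeast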
NLRP3 yeast inh – NALP3 inhibition in yeast; hit rate 0.39% among 330,000; inhibition, % at 10 µM; Yeast reconstituted NLRP3/ASC/caspase-1, beta-gal luminescence, 24 h;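 active = inhibition of 50% or more; inactive = inhibition below 50%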;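 also: plate controls were induced DMSO wells for no effect and uninduced yeast grown without galactose for full effect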
MPTP block – permeability transition pore inhibition; hit rate 1.4% among 360,000; isolated mouse mitochondria, Ca2+ swelling absorbance, 30 min; inhibition, % at 10 µM;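 active = inhibition of 50% or more, scaled per plate between neutral and stimulator controls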;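 also: 0% = DMSO wells given calcium and 100% = 1 mM EGTA wells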
tim10-1 inh – tim10-1 yeast growth inhibition | S. cerevisiae tim10-1 ts strain growth, BacTiter-Glo, 24 h | inhibition, % at 20 µM | hit rate 2.2% among 330,000 | AID 463190;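 active = inhibition of at least 40%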;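 also: mutant grown at 25 °C; 0% = DMSO wells with yeast and 100% = wells holding no yeast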
The depositor's hits bear a star; x = no result given.

structure,NR3A LBD binder,APJ antag,tim23-1 inh,APJ ag,beta cell repl,TIM10 inh,NLRP3 yeast inh,MPTP block,tim10-1 inh
COC(=O)c1ccc(NC(=O)CSc2nccn2CCc2ccccc2)cc1,2,4,29,-1,-1,10,14,-7.2,39
O=C(Nc1ccccc1F)C1CCCN1S(=O)(=O)c1ccc(Cl)cc1 (stereo not drawn),2,24,28,-4,1,7,20,-0.7,24
COc1cccc(Nc2nnc(SCn3nnc4ccccc4c3=O)s2)c1,-4,6,-3,-5,-1,4,15,2.6,-13
Cc1ccc2nc(SC(C)C(=O)Nc3cccc([N+](=O)[O-])c3)[nH]c2c1 (stereo not drawn),0,-9,26,-1,0,23,13,59*,39
CCCCc1ccc(S(=O)(=O)Nc2ccc(C)c(NS(C)(=O)=O)c2)cc1,0,7,9,3,-4,27,16,30,-2
O=C(Cc1ccc(S(=O)(=O)N2CCCC2)s1)N1CCOCC1,-2,-17,6,-2,1,-1,10,-0.1,-3
Cn1c(SCC(=O)N2CCOCC2)nnc1-c1ccccc1,-1,-2,14,1,0,-2,15,-1.2,17
Cc1nn(CC(=O)Nc2cccc(S(N)(=O)=O)c2)c(C)c1[N+](=O)[O-],-1,-3,6,-1,0,-18,12,-1.7,5
CC12CCC(C/C1=N\OC(=O)c1ccc(F)cc1)C2(C)C (stereo not drawn),2,6,71*,-2,2,71*,3,-0.1,66*
O=C(NCC1COc2ccccc2O1)c1ccc(NC(=O)C(c2ccccc2)c2ccccc2)cc1 (stereo not drawn),6,8,-22,-1,-5,-20,6,4.2,-10
CCN(CC)CCOC(=O)c1ccc2c(c1)OCCO2,-3,15,8,5,-1,3,9,0.8,6
O=C(O)CC12CC3CC(C1)CC(n1ncc(NCc4ccc(F)cc4Cl)c(Cl)c1=O)(C3)C2,-2,-1,9,-3,-4,4,8,0.3,6
O=C(CS(=O)(=O)c1ccccc1)NC1CCCCC1,0,-11,16,-6,1,-22,4,-0.7,-2
CCC(=O)Nc1ccccc1C(=O)N1CCOCC1,0,5,-2,-4,-2,9,8,-1.1,10
O=C1[C@@H]2Cc3c([nH]c4ccccc34)C(c3ccccc3)N2C(=O)CN1C1CCN(Cc2ccccc2)CC1 (stereo partly drawn),-5,-17,19,-2,-4,-7,0,-0.6,19
CCC(=O)c1ccc(OCC(=O)NCCC2=CCCCC2)c(OC)c1,1,-3,32,-3,2,10,20,-0.6,30
CCOc1cccc(C2C(C(=O)c3ccco3)=C(O)C(=O)N2Cc2ccncc2)c1 (stereo not drawn),-1,14,12,1,3,-12,5,-3.0,-1
O=C1CC(c2ccccc2)NN1 (stereo not drawn),0,8,2,-3,1,11,23,-0.2,6
O=C(CSc1ccccc1)Nc1nnc(/C=C/c2ccccc2)s1,-5,12,-7,-3,-2,-1,-3,2.2,5
CN(C(=O)CSc1nc(O)cc(=O)n1-c1ccccc1F)c1ccccc1,0,-9,12,-6,5,7,2,0.4,5
O=C(CNC(=O)N1CC(=O)Nc2ccccc21)Nc1ccc(Cl)cc1,0,21,-6,-4,5,-1,5,0.4,3
CCN(CC(=O)NC(=O)NCc1ccco1)Cc1nc2ccccc2c(=O)[nH]1,1,-3,11,-1,-2,8,-6,-3.5,11
O=C(CNC(=O)c1ccccc1Br)N/N=C/c1ccccc1O,-2,-3,-1,-2,3,15,5,-2.0,16
O=C(NCc1ccc(F)cc1)C1CCCN(S(=O)(=O)c2ccc(-n3cnnn3)cc2)C1 (stereo not drawn),-2,6,2,0,0,0,24,0.4,-20
COC(=O)c1nn(-c2ccccc2)c(Cl)c1/C=N/OCc1c(Cl)cccc1Cl,0,-10,-4,1,-1,-4,0,2.0,-11
Nc1nc(F)cc(N2CCCCCC2)n1,0,2,1,-2,1,-6,5,-0.9,2
CCOc1ccc(-n2nc3ccc(NC(=O)CC)cc3n2)cc1,-1,4,-4,1,1,-1,25,1.1,11
O=C(COc1cccc(C(F)(F)F)c1)NCC(c1ccco1)N1CCCC1 (stereo not drawn),1,-7,10,-1,-1,6,17,-1.5,3
CC(C)(C)c1cc(C(=O)N/N=C/c2ccc([N+](=O)[O-])s2)n[nH]1,4,-36,38,7,-6,22,22,4.1,32
COc1ccc(/C=C/C(=O)C2CC2)cc1COc1cccc(C)c1C,2,-2,9,-7,-4,9,11,2.3,0

The final 2 compounds of the section before are carried over, then new ones follow:
structure,NR3A LBD binder,APJ antag,tim23-1 inh,APJ ag,beta cell repl,TIM10 inh,NLRP3 yeast inh,MPTP block,tim10-1 inh
CC(C)(C)c1cc(C(=O)N/N=C/c2ccc([N+](=O)[O-])s2)n[nH]1,4,-36,38,7,-6,22,22,4.1,32
COc1ccc(/C=C/C(=O)C2CC2)cc1COc1cccc(C)c1C,2,-2,9,-7,-4,9,11,2.3,0
Cc1cccc(NC(=O)c2ccc3c(c2)CCN3S(C)(=O)=O)c1C,0,3,-4,-2,-1,-7,17,-0.2,22
Cc1ccccc1-c1cc(C(=O)Nc2nc3c(s2)CCCC3)c2ccccc2n1,0,16,16,-2,-5,7,16,1.0,15
CCN(CC)P(=O)(C(NC(=O)OC)C(F)(F)C(F)(F)C(F)(F)C(F)F)N(CC)CC (stereo not drawn),0,-14,27,-4,1,28,11,1.5,28
CCOc1ccc(NC(=O)Cc2nnc(SCC(=O)N3CCOCC3)n2C)cc1,5,-11,12,6,2,3,22,-0.4,-2
COc1ccc(C(=O)NCCNC(=O)c2ccccn2)cc1,-1,-4,-1,-1,2,7,6,0.2,-37
O=C(CCc1nc(-c2ccccc2)no1)Nc1cc(C(F)(F)F)ccc1Cl,-13,-12,14,1,-4,11,-35,17,22
Cc1ccc(CNC(=O)CN(C)C2=NS(=O)(=O)c3ccccc32)cc1,-1,-66,16,2,-7,15,0,0.6,20
CCOc1ccc(S(=O)(=O)Nc2cc(S(=O)(=O)N(CC)CC)ccc2N2CCCC2)cc1,-7,4,11,-1,-4,5,0,-7.1,3
CN(C)CCN(C(=O)C1=COCCO1)c1nc2ccc(F)cc2s1,-4,11,26,4,4,64*,12,0.4,34
O=C(c1ccc(CS(=O)(=O)c2ccccc2)o1)N1CCOCC1,-1,4,4,-2,1,8,18,-1.7,-1
COC(=O)c1[nH]c(=O)c2ccccc2c1O,1,43*,-4,-17,-2,0,14,-4.3,-17
Cc1ccc(/C=N/N2C(=O)C3C(C2=O)C2C=CC3C23CC3)o1 (stereo not drawn),-2,6,10,-1,-2,4,13,-1.3,5
COc1ccc(-c2ocnc2C(=O)Nc2ccccc2N2CCCCC2)cc1,0,20,5,2,-1,7,11,33,17
COc1ccc(Cl)cc1NC(=S)N1CCN(c2ncccn2)CC1,0,-10,12,-3,3,21,18,-1.7,13
COc1ccc(S(=O)(=O)Nc2cccc3c2O[C@H](CN(C)C(=O)Nc2ccc(C(F)(F)F)cc2)[C@@H](C)CN([C@H](C)CO)C3=O)cc1,-2,16,11,0,-4,-1,18,-0.3,8
Cc1onc(-c2ccccc2Cl)c1C(=O)N1CCN=C1SCc1cccnc1,2,12,6,-3,2,32,1,-1.5,24
COc1ccc(/C=N\NC(=O)COc2ccc(C(C)(C)C)cc2)cc1Cn1nc(C)cc1C,-2,5,0,-1,-3,0,18,1.3,-9
CCc1nc2sc3c(=O)[nH]cnc3c2c2c1CSC(C)(C)C2,2,7,28,-7,3,32,-32,3.2,25
O=C(Nc1ccc2c(c1)CCCN2C(=O)c1cccs1)c1c(F)cccc1Cl,-2,2,20,0,-3,11,10,1.7,21
CC(C)Nc1nc2nonc2nc1Nc1ccccc1,1,7,5,-6,-3,-5,18,91*,-10
Cc1ccc(O)c(C(CC(=O)NC(C)C)c2ccccc2)c1 (stereo not drawn),1,16,11,-2,0,8,-1,-2.2,0
CO/N=C/C1C(=O)NN=C1c1ccccc1 (stereo not drawn),-2,-3,16,-2,-3,3,-6,-1.0,3
COc1ccc(/C=N\NC(=O)/C(=C\Nc2nccc(C)n2)NC(=O)c2ccccc2)cc1,x,15,-1,-4,-2,-6,14,-0.4,10
CC1CCCC(C)N1CC(O)COCc1ccccc1 (stereo not drawn),-1,-5,7,0,2,-5,15,0.7,13
Cn1c(=NCC(O)COc2ccccc2)sc2ccccc21 (stereo not drawn),-5,7,20,0,0,5,26,1.9,10
O=C(NCC(=O)N(c1ccccc1)C(C(=O)NC1CCCC1)c1cccnc1)c1ccco1 (stereo not drawn),1,3,10,-1,-2,-7,2,0.9,17
CC1(C)Cc2c(cnn2-c2ccccc2)C(=O)/C1=N\NC(=O)c1ccccc1,-2,11,17,-4,0,17,13,0.7,11
CNC(=O)c1c(NC(=O)CS(=O)(=O)c2ccc(Cl)cc2)sc(C)c1C,-1,4,25,6,-3,11,17,-1.6,12
Cc1ccc(/C=C(\NC(=O)c2ccc(C)cc2)C(=O)NCCCn2ccnc2)cc1,-2,5,8,-1,0,-11,0,1.6,9
CS(=O)(=O)N(Cc1ccccc1)c1ccc(C(=O)N2CCOCC2)cc1,0,6,0,8,0,22,10,-1.9,5
CCCCN(CC)C(=O)c1ccc2c(c1)OCO2,1,2,1,-3,6,-6,6,0.2,21

Part of the list above in another layout:
Sequence of screens – NR3A LBD binder, APJ antag, tim23-1 inh, APJ ag, beta cell repl, TIM10 inh, NLRP3 yeast inh, MPTP block, tim10-1 inh
- COc1ccc(Cl)cc1NC(=S)N1CCN(c2ncccn2)CC1
  0, -10, 12, -3, 3, 21, 18, -1.7, 13
- COc1ccc(S(=O)(=O)Nc2cccc3c2O[C@H](CN(C)C(=O)Nc2ccc(C(F)(F)F)cc2)[C@@H](C)CN([C@H](C)CO)C3=O)cc1
  -2, 16, 11, 0, -4, -1, 18, -0.3, 8
- Cc1onc(-c2ccccc2Cl)c1C(=O)N1CCN=C1SCc1cccnc1
  2, 12, 6, -3, 2, 32, 1, -1.5, 24
- COc1ccc(/C=N\NC(=O)COc2ccc(C(C)(C)C)cc2)cc1Cn1nc(C)cc1C
  -2, 5, 0, -1, -3, 0, 18, 1.3, -9
- CCc1nc2sc3c(=O)[nH]cnc3c2c2c1CSC(C)(C)C2
  2, 7, 28, -7, 3, 32, -32, 3.2, 25
- O=C(Nc1ccc2c(c1)CCCN2C(=O)c1cccs1)c1c(F)cccc1Cl
  -2, 2, 20, 0, -3, 11, 10, 1.7, 21
- CC(C)Nc1nc2nonc2nc1Nc1ccccc1
  1, 7, 5, -6, -3, -5, 18, 91*, -10
- Cc1ccc(O)c(C(CC(=O)NC(C)C)c2ccccc2)c1 (stereo not drawn)
  1, 16, 11, -2, 0, 8, -1, -2.2, 0
- CO/N=C/C1C(=O)NN=C1c1ccccc1 (stereo not drawn)
  -2, -3, 16, -2, -3, 3, -6, -1.0, 3
- COc1ccc(/C=N\NC(=O)/C(=C\Nc2nccc(C)n2)NC(=O)c2ccccc2)cc1
  x, 15, -1, -4, -2, -6, 14, -0.4, 10
- CC1CCCC(C)N1CC(O)COCc1ccccc1 (stereo not drawn)
  -1, -5, 7, 0, 2, -5, 15, 0.7, 13
- Cn1c(=NCC(O)COc2ccccc2)sc2ccccc21 (stereo not drawn)
  -5, 7, 20, 0, 0, 5, 26, 1.9, 10
- O=C(NCC(=O)N(c1ccccc1)C(C(=O)NC1CCCC1)c1cccnc1)c1ccco1 (stereo not drawn)
  1, 3, 10, -1, -2, -7, 2, 0.9, 17

Compound activity from PubChem.
